WT yeast gro inh: growth inhibition of WT yeast, mitochondrial fusion screen; mitochondrial fusion phenotypic screen, WT strain; inhibition, % at 10 µM; 190,000 compounds, 2.1% hits; AID 1362; in the data active = inhibition above about 58%; tested in S. cerevisiae
T cell HTS: T cell immune modulation candidate | AID 2052 | 330,000 compounds, 0.068% hits | 2C CD8+ T cell-vesicle binding, flow cytometry; stronger effect = lower value | calls only at 7 µM;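 active = response, share of CD8 T cells binding vesicles, and their 90th percentile fluorescence all below set limits, cut at about 80% in these data, passing the limit was not always enough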
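Benchmarks: naked versus QL9-loaded vesicles / Assay system: purified 2C TCR transgenic mouse naive CD8+ T cells / Technique: high-throughput flow cytometry with anti-B7-1 and anti-CD8 staining / Timing: Cell–vesicle co-incubation 1.5 h at 37 °C, staining 20 min on ice / Read-out: percent CD8+ FL2 mean versus row control / Probe or stimulus: QL9-loaded Drosophila micro-vesicles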
Salmonella PhoP GFP: PhoP-dependent GFP reporter repression – Salmonella Typhimurium, primary screen (AID 1863). one-dose inhibition, % at 50 µM; IC50 in µM for titrated hits. 300,000 compounds, 0.16% hits. S. Typhimurium PhoP-regulated promoter GFP reporter, 4 h; higher % means a stronger effect;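 active = inhibition over 29.93%, a cutoff 3 SD above the screen mean, later confirmed by dose response; inconclusive = inhibition over 29.93% but no dose response follow-up; inactive = inhibition at most 29.93% or unconfirmed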;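 note: 0% = low Mg2+ inducing control and 100% = high Mg2+ repressing control; strong numbers were not always called active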
Myeloid diff MLP: myeloid differentiation induction; ER-HoxA9 myeloid progenitors, lysozyme-GFP differentiation, flow cytometry; calls only at 10 µM; 360,000 compounds, 1% hits;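 active = normalized GFP-positive differentiation at or above the plate's own cutoff, the solvent-only control mean plus 3 SD; inconclusive = no clear call, values can overlap the other calls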;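 note: cells exposed to compound for four days before flow analysis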
SV40 large T antigen: TAg ATPase/helicase activity blockers – biochemical (AID 1903) | SV40 large T antigen ATPase/helicase inhibition assay; higher % means a stronger effect | inhibition, % at 20 µM, or IC50 in µM where a hit was titrated | 310,000 compounds, 0.39% hits; in the data active = a potency from the dose series; inconclusive = inhibition mostly from about 32% at the one dose, without a potency; inactive = the rest, 99 in 100 with inhibition below about 32%; note: strong numbers were not always called active
West Nile antiviral: West Nile virus antiviral activity, cell-based, CPE readout (AID 1621); West Nile virus-infected cells, CPE inhibition; higher % means a stronger effect; CPE inhibition, % at 10 µM, or IC50 in µM where a hit was titrated; 290,000 compounds, 0.02% hits; in the data active = a potency from the dose series; inconclusive = CPE inhibition mostly from about 3.7% at the one dose, without a potency; inactive = the rest, 99 in 100 with CPE inhibition below about 2.2%; note: strong numbers were not always called active
RSV antiviral HEp-2: RSV antiviral activity via CPE protection, HEp-2 cells, primary 10 µM value included (AID 2391). 310,000 compounds, 0.13% hits. CPE inhibition, % at 10 µM, or IC50 in µM where a hit was titrated. HEp-2 cells, RSV-induced CPE inhibition; higher % means a stronger effect; in the data active = a potency from the dose series; inconclusive = CPE inhibition mostly from about 23% at the one dose, without a potency; inactive = the rest, 99 in 100 with CPE inhibition below about 21%; note: strong numbers were not always called active
b-catenin transl: beta-catenin nuclear translocation modulation; HeLa beta-catenin nuclear translocation, immunofluorescence imaging; nuclear translocation activity, % at 5 µM; 190,000 compounds, 0.3% hits; AID 1665;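 active = nuclear translocation activity above 50% at 5 µM, with a well cell count of 50 or more; inconclusive = wells under 50 cells across six images, flagged as toxic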;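 note: per-cell ratio of nuclear to cytoplasmic median beta-catenin stain intensity; plate controls were DMSO negative control for no effect and GSK-3 inhibitor IX positive control for full effect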
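Test system: human HeLa cells, endogenous beta-catenin. Times: 24 h compound exposure, 37°C. Measured by: beta-catenin immunofluorescence imaging with DAPI.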
MgcRacGAP inhibition: MgcRacGAP GTPase-activating activity inhibitors, confirmation, biochemical, ADP Hunter fluorescence; 340,000 compounds, 0.6% hits; AID 624330; MgcRacGAP-stimulated Rac1 GTP hydrolysis, ADP Hunter fluorescence; higher % means a stronger effect; GST-tagged Rac1 F28L mutant substrate; inhibition, % at 30 µM; hits with a dose series show IC50 in µM;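 active = first-screen hits whose inhibition reached a set limit at any dose in the follow-up dose series; inconclusive = inhibition above the set first-screen limit but never retested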;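 note: fluorescence reports GDP produced by GAP-driven GTP hydrolysis; strong numbers were not always called active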
WT yeast gro inh mutant strain: second read-out of WT yeast gro inh, no call of its own (marks repeat the call); inhibition, %; mitochondrial fusion phenotypic screen, mutant strain inhibition
b-catenin transl cell count 5 µM: recorded beside b-catenin transl, whose call it bears; cell count; measured here: cell count, cytotoxicity flag
T cell HTS vesicle-bound %: recorded beside T cell HTS, whose call it bears; double positive events, %; measured here: CD8+ vesicle-bound cell fraction;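 binding gate set so that unloaded-vesicle control wells show 10% double positive cells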
Myeloid diff MLP GFP+ MAC1+ %: further read-out of Myeloid diff MLP, marked with its call; GFP+ MAC1+ double positive, %; measured here: differentiation confirmed by MAC1 staining
Active calls of the source: *; i = inactive; u = inconclusive; x = not tested or not shown; + = active, no number.

Values in the order: WT yeast gro inh	WT yeast gro inh mutant strain	T cell HTS	T cell HTS vesicle-bound %	Salmonella PhoP GFP	Myeloid diff MLP	Myeloid diff MLP GFP+ MAC1+ %	SV40 large T antigen	West Nile antiviral	RSV antiviral HEp-2	b-catenin transl	b-catenin transl cell count 5 µM	MgcRacGAP inhibition
- CSCCC(NC(=O)C1CCC(C)CC1)C(=O)NCCN1CCC(C)CC1 (stereo unspecified)
  -9	-9	i	27	-4%	i	0.2	3%	-0.5%	-1.2%	x	x	8%
- Cc1c(N=NC2=C(O)CC(C)(C)CC2=O)cc2c(c1[N+](=O)[O-])C(C)(C)CC2(C)C
  x	x	i	26	-4%	i	0.2	20%	-0.5%	x	0.5	1280	-5%
- Cc1cccc2c3c([nH]c12)CCN(C)C3
  x	x	i	11	5%	i	0.6	2%	1.7%	0.0%	x	x	9%
- O=C1CCN(S(=O)(=O)c2ccccc2)CCN1CCOCc1ccc(C(F)(F)F)cc1
  x	x	i	35	0%	i	2.1	7%	-0.5%	-1.7%	-1.3	1150	6%
- CC(=O)c1ccc(NC(=O)C(C)N(C)CC(=O)Nc2ccc(Cl)cc2)cc1 (stereo unspecified)
  -6	-2	i	28	-6%	i	0.3	6%	-1.4%	2.5%	x	x	8%
- CCCS(=O)(=O)N1CCCC(C(=O)N2CCN(c3ccccc3)CC2)C1 (stereo unspecified)
  3	3	i	18	-8%	i	1.0	1%	-0.3%	0.8%	-1.7	1383	12%
- CC(CO)Nc1nc(SCc2ccccc2)nc2sc3c(c12)CCC3 (stereo unspecified)
  75*	62*	i	20	4%	i	0.2	1%	2.6%	4.6%	-0.2	1373	11%
- N#Cc1cc2c(=O)n3ccccc3nc2n(-c2ccc(Cl)cc2)c1=O
  -11	3	i	43	-9%	i	0.2	5%	-0.5%	3.0%	-0.4	1047	7%
- COc1ccc(-c2ccnc(SCC(=O)N3CCN(c4ccccc4)CC3)n2)cc1
  x	x	i	27	-2%	i	0.2	6%	0.1%	x	0.1	1250	x
- Cc1cc(C)c(S(=O)(=O)Nn2cnnc2)c(C)c1
  -6	-8	i	5	1%	i	0.3	19%	1.6%	-0.9%	-1.9	1059	4%
- CN1c2ccccc2N(C)C1c1ccc2c(c1)OCO2
  10	6	i	28	2%	i	1.3	6%	0.9%	5.6%	0.3	1079	1%
- O=C(NCn1cnccc1=O)c1ccccc1
  0	-15	i	42	7%	i	1.0	-3%	0.7%	0.4%	-3.0	1146	10%
- COc1c(C)cc(C(=O)C2CCCN(Cc3cccc4nccnc34)C2)cc1C (stereo unspecified)
  24	39	i	51	-5%	i	0.2	0%	-2.4%	-1.1%	0.5	996	6%
- COc1ccc(NC(=O)/C(C#N)=C/c2c(C)nn(-c3ccc(F)cc3)c2Cl)cc1Cl
  4	3	i	11	3%	i	0.6	9%	0.2%	5.3%	-4.3	501	-11%
- N#CC(C#N)=C1C=CC=CN1/C(=C\c1ccco1)C(=O)c1ccc(Cl)cc1
  23	16	i	39	-6%	u	x	u	-1.4%	-1.5%	0.6	1084	121µM*
- O=C1CCc2cc(S(=O)(=O)NCc3ccccc3Cl)cc3c2N1CC3
  x	x	i	52	-3%	i	0.9	11%	x	1.6%	x	x	4%
- CN1CCN(S(=O)(=O)c2cccc(C(=O)Nc3cc(Cl)ccc3N3CCOCC3)c2)CC1
  x	x	i	2	-6%	i	1.4	16%	x	-3.1%	x	x	2%
- CCCC(=O)N(Cc1cccnc1)c1nc2c(OC)ccc(Cl)c2s1
  x	x	i	44	-6%	i	1.5	11%	0.1%	1.8%	x	x	7%
- Clc1ccc(-n2nnnc2SCc2cn3ccccc3n2)cc1
  -1	4	i	45	1%	i	0.9	4%	-0.1%	1.6%	x	x	13%
- C=CCNC(=O)c1ccc(N(Cc2ccccc2)S(C)(=O)=O)cc1
  x	x	i	38	9%	i	0.9	1%	-0.4%	0.7%	x	x	1%

Some entries already given, limited to T cell HTS vesicle-bound %:
| structure | T cell HTS vesicle-bound % |
| --- | --- |
| N#CC(C#N)=C1C=CC=CN1/C(=C\c1ccco1)C(=O)c1ccc(Cl)cc1 | 39 |
| O=C1CCc2cc(S(=O)(=O)NCc3ccccc3Cl)cc3c2N1CC3 | 52 |
| CN1CCN(S(=O)(=O)c2cccc(C(=O)Nc3cc(Cl)ccc3N3CCOCC3)c2)CC1 | 2 |
| CCCC(=O)N(Cc1cccnc1)c1nc2c(OC)ccc(Cl)c2s1 | 44 |

More structures
Values in the order: WT yeast gro inh	WT yeast gro inh mutant strain	T cell HTS	T cell HTS vesicle-bound %	Salmonella PhoP GFP	Myeloid diff MLP	Myeloid diff MLP GFP+ MAC1+ %	SV40 large T antigen	West Nile antiviral	RSV antiviral HEp-2	b-catenin transl	b-catenin transl cell count 5 µM	MgcRacGAP inhibition
- O=C(CSc1nc(-c2ccco2)cc(C(F)(F)F)n1)Nc1ccc2c(c1)CCC2
  -10	-3	i	33	-7%	u	x	1%	-0.2%	1.6%	2.8	814	2%
- CCCS(=O)(=O)c1nc(S(=O)(=O)c2ccc(C)cc2)c(N2CCC3(CC2)OCCO3)s1
  x	x	i	32	-3%	i	1.3	7%	-0.1%	4.2%	x	x	7%
- O=C(O)C1=NOC(CNC(=O)c2ccccc2Cl)C1 (stereo unspecified)
  -5	-27	i	24	-5%	i	0.2	-6%	x	0.0%	-2.0	1132	x
- CC(C)(C)c1ccc(/C=C/C(=O)N2CCCCC2)cc1
  36	26	x	x	0%	i	0.4	1%	-1.3%	x	-5.5	1129	2%
- O=C(/C=C/c1ccccc1)NC(NC(=S)Nc1cccc(O)c1)C(Cl)(Cl)Cl (stereo unspecified)
  -16	12	i	49	-1%	i	1.2	6%	-1.5%	15%	-2.8	1063	17%
- COc1ccc2c(c1)S/C(=C\C(=O)c1ccncc1)N2C
  48	20	i	56	-12%	i	0.5	1%	0.1%	1.9%	-2.5	736	8%
- Cn1ccsc1=NC(=O)c1ccccc1OC(F)F
  x	x	i	62	-5%	i	0.5	4%	-0.2%	1.3%	x	x	6%
- COc1ccc(C(CC(=O)N2CCCC2)c2ccc(F)cc2)cc1 (stereo unspecified)
  x	x	i	30	x	i	0.6	1%	-0.6%	0.5%	x	x	8%
- Cc1ccccc1C(=O)NNC(=O)Cc1cccc2ccccc12
  -12	1	i	19	14%	i	2.0	4%	-0.3%	-0.5%	-1.1	1105	1%
- N#CCCN(C(=O)COC(=O)c1ccc2c(c1)OCO2)c1ccccc1
  x	x	i	58	x	i	0.8	x	x	0.8%	x	x	-7%
- CSCCC(NC(=O)c1ccccc1Cl)C(=O)NNC(=O)c1csc(N2CCOCC2)n1 (stereo unspecified)
  x	x	i	38	-10%	i	1.0	13%	x	-1.7%	x	x	8%
- COc1ccc(NC(=S)NCCC(c2ccccc2)c2ccccc2)c(OC)c1
  65*	3.4*	i	40	7%	i	0.4	7%	-0.4%	17%	-1.4	1070	3%
- Cc1cccc2cc(COC(=O)c3ccco3)c(=O)[nH]c12
  14	50	i	36	-4%	i	0.6	3%	1.0%	3.3%	-6.6	835	12%
- CCOC(=O)c1ccc(NC(=O)Oc2cc(C)c(Cl)cc2C(C)C)cc1
  x	x	i	67	-2%	i	0.5	6%	0.6%	-0.4%	-0.9	1340	5%
- CC1(C)CC2(CC(C)(C)NC(=O)N2)NC(=O)N1
  2	2	i	16	-7%	i	0.8	9%	x	0.2%	0.2	1162	15%
- CCCN1CCN(C(=S)Nc2ccc([N+](=O)[O-])cc2)CC1
  -2	0	i	36	8%	+	0.7*	6%	-0.9%	3.3%	-0.3	1112	-4%
- C=CCn1cc(-c2ccccc2)cc(C#N)c1=O
  0	-2	i	51	22%	i	0.9	0%	-0.1%	1.8%	x	x	19%
- COc1ccc(CCNC(=O)CN(CCc2ccccc2)S(C)(=O)=O)cc1OC
  -3	-6	i	63	-6%	i	0.3	5%	-0.6%	-0.3%	-2.6	1092	-1%
- CCNC(=S)N/N=C/c1cc(C)n(-c2ccc(Cl)cc2)c1C
  73*	62*	i	35	1%	i	0.5	8%	-0.5%	12%	-1.9	1127	1%
- Cc1ccc(C2/C(=C(/O)c3ccc(OC(C)C)cc3)C(=O)C(=O)N2CCN2CCOCC2)cc1 (stereo unspecified)
  -11	-12	i	1	-9%	i	0.5	-1%	0.3%	1.9%	-8.7	950	4%
- COC(=O)c1cccc(NC(=O)Cc2ccsc2)c1
  x	x	i	54	4%	i	0.3	7%	0.2%	0.7%	x	x	6%
- COc1ccc(C2NC(=S)NC(C)=C2C(=O)N2CCOCC2)cc1 (stereo unspecified)
  12	-13	i	8	0%	i	0.5	6%	0.1%	-0.3%	-1.2	1133	5%
- CC1CCC/C(=C\Nc2ccc(C(=O)O)c(O)c2)C1=O (stereo unspecified)
  x	x	i	19	-5%	i	0.5	20%	1.4%	0.2%	-0.9	1326	9%
